CIT2-GFP yeast – modulators of TOR pathway CIT2-GFP in S. cerevisiae; S. cerevisiae CIT2-GFP strain, flow cytometry, 3 h; 100 means same as DMSO wells; GFP response vs DMSO, % at 10 µM; 320,000 compounds, 0.065% hits;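 active = GFP response relative to DMSO above a set limit, near the screen mean plus 3 SD, cut at about 150% in these data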;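 also: ratio of well median GFP fluorescence to mean of DMSO wells on the plate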
AGP1-GFP MLPCN – yeast TOR pathway AGP1-GFP modulation. S. cerevisiae AGP1-GFP multiplex flow cytometry, 3 h; GFP as percent of DMSO wells. GFP response vs DMSO, % at 10 µM. 320,000 compounds, 0.02% hits. AID 2066;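 active = GFP response relative to DMSO above a set limit, near screen average plus 3 SD, cut at about 150% in these data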;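 also: median GFP channel fluorescence of the gated AGP1 strain per well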
VLA-4 inh – inhibition in a human VLA-4 binding assay. P13612. VLA-4 expressing cells, ligand binding flow cytometry. inhibition, % (about 7 µM as worked out from the volumes in the protocol). 330,000 compounds, 0.2% hits. AID 2557; in the data active = inhibition above about 50%
GRK2 inh – blocks RNA aptamer binding to human GRK2. P25098. bead flow cytometry, FAM-aptamer displacement from GRK2. inhibition of aptamer binding, % at 10 µM. 330,000 compounds, 0.59% hits. AID 488847;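 active = inhibition of aptamer binding above 40%, roughly 3 SD of noise, on plates passing a quality check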;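 also: median bead fluorescence of bound FAM aptamer so fluorescent compounds give negative values; no value below 0 was filed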
Target sequence (P25098 whole entry, looked up): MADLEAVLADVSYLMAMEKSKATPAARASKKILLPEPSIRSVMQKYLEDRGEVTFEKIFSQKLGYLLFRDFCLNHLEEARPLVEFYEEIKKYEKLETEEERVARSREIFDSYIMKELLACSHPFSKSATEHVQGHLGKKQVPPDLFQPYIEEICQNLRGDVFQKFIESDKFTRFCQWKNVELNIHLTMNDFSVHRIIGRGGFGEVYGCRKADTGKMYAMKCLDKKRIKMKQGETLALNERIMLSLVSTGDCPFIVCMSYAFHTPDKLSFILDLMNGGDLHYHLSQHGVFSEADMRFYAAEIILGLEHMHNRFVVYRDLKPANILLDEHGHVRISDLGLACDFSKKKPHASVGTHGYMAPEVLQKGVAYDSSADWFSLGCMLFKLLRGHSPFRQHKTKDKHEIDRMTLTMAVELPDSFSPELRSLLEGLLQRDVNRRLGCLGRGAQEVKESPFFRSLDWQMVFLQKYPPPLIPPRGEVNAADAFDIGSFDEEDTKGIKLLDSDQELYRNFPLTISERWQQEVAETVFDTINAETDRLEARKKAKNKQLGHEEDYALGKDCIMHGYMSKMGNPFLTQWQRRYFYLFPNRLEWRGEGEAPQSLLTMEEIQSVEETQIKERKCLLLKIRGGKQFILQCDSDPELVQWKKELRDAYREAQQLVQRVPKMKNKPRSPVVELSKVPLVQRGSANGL
MEX-5 binding – C. elegans MEX-5 TCR-2 RNA binding activity | MEX-5/FITC-TCR2 RNA binding, fluorescence polarization; hits give low values | activity score (negative = inhibition of binding), % at 10 µM | 300,000 compounds, 0.38% hits | AID 1832;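 active = inhibition past about -25% in most replicates, and total fluorescence under double the plate's negative control median, limit read from the data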;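 also: 0% = DMSO and -100% = 5 µM competing unlabeled TCR2 RNA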
GLD-1 RNA inh – GLD-1-TGE RNA interaction inhibition (C. elegans); Q17339; purified GLD-1 + fluorescein TGE RNA, fluorescence polarization; inhibition, % at 5.96 µM; 320,000 compounds, 0.44% hits; AID 2280;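 active = percent inhibition above a per-plate cutoff, the plate mean of test compounds plus 3 SD, cut at about 30% in these data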;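 also: 0% = DMSO wells with GLD-1 and probe and 100% = wells lacking GLD-1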
MCL1 BIM primary – disrupts human MCL1 binding to BIM-BH3 peptide. 320,000 compounds, 0.68% hits. inhibition, % at 10.9 µM. GST-MCL1 / FITC-Bim-BH3 fluorescence polarization. AID 2057;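 active = inhibition above the mean inhibition of all tested compounds plus 3 SD, set per campaign, cut at about 40% in these data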;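 also: 0% = DMSO wells and 100% = unlabeled Bim-BH3 peptide control; higher means more loss of mP so more displacement of Bim peptide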
Target sequence (Q07820 whole entry, looked up): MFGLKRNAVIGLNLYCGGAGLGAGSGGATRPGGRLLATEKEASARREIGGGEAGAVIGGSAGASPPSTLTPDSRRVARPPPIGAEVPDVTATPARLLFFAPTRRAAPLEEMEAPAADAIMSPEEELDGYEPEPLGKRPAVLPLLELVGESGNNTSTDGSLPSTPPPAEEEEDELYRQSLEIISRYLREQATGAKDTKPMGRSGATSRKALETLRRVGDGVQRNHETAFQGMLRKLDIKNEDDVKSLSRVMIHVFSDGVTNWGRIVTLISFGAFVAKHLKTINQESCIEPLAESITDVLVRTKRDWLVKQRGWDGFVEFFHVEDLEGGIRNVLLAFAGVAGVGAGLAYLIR
BCLXL inh – Bcl-xL (human) inhibition | 320,000 compounds, 0.7% hits | inhibition, % at 10.9 µM | Q07817 | GST-Bcl-xL / FITC-Bim BH3 peptide fluorescence polarization;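 active = inhibition above the mean of all tested compounds plus 3 SD, cutoff set per campaign, cut at about 30% in these data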;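 also: 0% = DMSO wells and 100% = unlabeled Bim-BH3 peptide competitor; inhibitors lower millipolarization by displacing the labeled peptide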
Fam108B counter – counter-screen for RBBP9 inhibitors: inhibitors of mouse Fam108B; inhibition, % at 9.51 µM; AID 1947; 300,000 compounds, 0.33% hits; recombinant Fam108B, FP-Rh probe fluorescence polarization;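 active = inhibition above the screen mean inhibition plus 3 SD, computed separately per campaign, cut at about 18% in these data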;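 also: inhibitors lower polarization as less probe binds the enzyme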
The depositor's hits bear a star; i = inactive; · = not tested or not shown; [ ] = dose if it differs, or a comment. The order is random; 2.2% or so of the library scored in one or more.

SMILES	CIT2-GFP yeast	AGP1-GFP MLPCN	VLA-4 inh	GRK2 inh	MEX-5 binding	GLD-1 RNA inh	MCL1 BIM primary	BCLXL inh	Fam108B counter
CCCc1nc(SCc2cccnc2)c2c(=O)n(C)c(=O)n(C)c2n1	95	95	-4	2	1.6	-8	6	6	-1
COc1ccc(OC(C)C(=O)Nc2ccccc2C(F)(F)F)cc1 (centres undefined)	109	109	-2	0	1.1	3	3	6	-2
CC1CN(CCOc2ccc(Cl)c(Cl)c2)CC(C)O1 (centres undefined)	116	92	-39	1	0.3	-14	0	5	3
COc1cc(N2CCCC2)c(OC)cc1/C=C(/C#N)c1cccc(F)c1	101	101	i	0	2.3	-51	-94	-33	-2
COc1ccc(-c2nnc(SC(C)C#N)o2)cc1 (centres undefined)	94	95	-20	4	-1.0	2	0	0	-3
O=C(Nc1ccccc1)c1c(F)c(F)c(F)c(F)c1F	104	106	14	1	0.9	-2	1	5	4
CC(C)CC(NC(=O)C1CCC(C)CC1)C(=O)Nc1ccc2c(c1)OCCO2 (centres undefined)	105	103	-7	2	-0.8	7	-1	0	-2
NC(=O)CSc1cn(Cc2ccccc2)c2ccccc12	105	103	0	1	-0.9	-3	0	-1	11
O=C(COc1ccc(Cl)cc1)NCc1nnc2c3ccccc3c(-c3ccccc3)nn12	107	99	3	3	-1.5	3	0	3	-4
CC(C)(C)c1ccc(C(=O)N2CCN(C(=O)C3CCCCC3)CC2)cc1	152*[may fluoresce green]	113[may fluoresce green]	-5	0	-2.8	-5	5	5	-4
Cc1ccccc1N(CC(=O)NCCSCc1ccco1)S(C)(=O)=O	97	105	11	0	-1.9	12	12	2	2
Cn1c(SCC(=O)Nc2ccccc2)nnc1-c1ccc(NC(=O)CCc2ccccc2)cc1	99	100	5	1	-1.3	3	-8	0	0
CC(C)Cc1cc(C(=O)Nc2cccc(O)c2)no1	83	97	9	5	-0.6	-5	7	7	-4
Cc1nn(CC(=O)N2CCc3ccccc32)c(C)c1S(=O)(=O)NC(C)(C)C	115	102	5	6	·	-5	·	·	·
O=C(/C=C/c1ccco1)NC(=S)Nc1cccc(-c2nc3ccccc3o2)c1	111	107	3	2	0.2	3	-2	-2	-16
CC(C)CCNC(=O)C12CN(Cc3ccccc3)CC1C(c1ccc([N+](=O)[O-])cc1)=NO2 (centres undefined)	97	97	7	26	0.0	4	6	4	4
CCc1ccc(Nc2ncccc2C#N)cc1	95	93	6	1	0.4	1	2	-2	10
Cc1ccccc1CN1CCN(S(=O)(=O)c2ccc(Cl)s2)CC1	107	101	6	0	1.8	3	4	3	-3
O=C(Nc1ccccc1)N(C1=NCCCCS1)c1cccc2ccccc12	97	100	-7	0	0.7	4	3	3	4
COc1ccc(C(=O)Nc2nnc(C3=COCCO3)o2)cc1OC	99	95	-2	5	-4.4	-3	8	4	-6
CNc1nnc(-c2cccc(N(C)C)c2)s1	86	97	-3	0	2.4	0	5	4	2
COc1cc(/C=C2\N=C3CCCCCN3C2=O)ccc1O	102	99	12	1	42	-189	-63	-46	0
CCOc1ccc(OCC)c(NC(=O)C2CCN(c3cnccn3)CC2)c1	99	104	-2	1	-0.9	5	-3	3	-1
CN(C)/C=C(/C(=O)c1ccccc1)n1cncn1	·	85	7	3	-1.0	3	1	7	0
CC(=O)Nc1ccc(NC(=O)C(C)Oc2ccccc2C(=O)NCc2ccccc2)cc1 (centres undefined)	99	103	-9	0	·	5	8	6	·

Record cards, as listed above.
CC(C)CCNC(=O)C12CN(Cc3ccccc3)CC1C(c1ccc([N+](=O)[O-])cc1)=NO2 (centres undefined) as listed: CIT2-GFP yeast: 97; AGP1-GFP MLPCN: 97; VLA-4 inh: 7; GRK2 inh: 26; MEX-5 binding: 0.0; GLD-1 RNA inh: 4; MCL1 BIM primary: 6; BCLXL inh: 4; Fam108B counter: 4
O=C(/C=C/c1ccco1)NC(=S)Nc1cccc(-c2nc3ccccc3o2)c1 as listed: CIT2-GFP yeast: 111; AGP1-GFP MLPCN: 107; VLA-4 inh: 3; GRK2 inh: 2; MEX-5 binding: 0.2; GLD-1 RNA inh: 3; MCL1 BIM primary: -2; BCLXL inh: -2; Fam108B counter: -16

Next entries
SMILES	CIT2-GFP yeast	AGP1-GFP MLPCN	VLA-4 inh	GRK2 inh	MEX-5 binding	GLD-1 RNA inh	MCL1 BIM primary	BCLXL inh	Fam108B counter
COc1ccc(/C=C(\C#N)C(=O)OCC(=O)NCc2ccc(Cl)cc2)cc1	95	93	-2	0	1.8	-1	-7	-2	-11
CCCC(=O)NC(=S)Nc1ccc(S(=O)(=O)N2CCc3ccccc32)cc1	99	106	8	2	-1.0	0	-1	-1	-18
CC(=O)OC1CCC2(C)C(CCC3C2CC(OC(C)=O)C2(C)C3C[C@@H]3O[C@]4(CC[C@@H](C)CO4)[C@@H](C)C32)C1 (some centres undefined)	99	105	2	0	-0.1	3	4	4	0
CC[C@]12c3[nH]c4ccccc4c3CCN1C(=O)C(CC(=O)NCCC1=CCCCC1)C[C@@H]2C(=O)N1CCN(C(=O)c2ccco2)CC1 (some centres undefined)	91	94	-18	6	·	6	·	·	·
Cc1cccc(C)c1NC(=O)N1CCC(n2c(=O)[nH]c3ccccc32)CC1	109	105	-11	5	2.0	-4	-3	0	-2
Cc1oc(C(C)(C)C)cc1C(=O)NC(Cc1ccccc1)C(=O)O (centres undefined)	100	99	3	0	1.6	8	-1	0	1
Nc1nc(-c2c[nH]c3ccccc23)cs1	99	99	-9	0	1.8	-15	17	23	-4
Cn1cc([N+](=O)[O-])c(C(=O)NCC(=O)O)n1	86	97	15	3	-1.7	-6	-1	1	-3
Cc1ccccc1NC(NC(=O)OCCn1c([N+](=O)[O-])cnc1C)C(Cl)(Cl)Cl (centres undefined)	100	103	0	0	-1.3	1	7	7	-3
O=C(CCCCCNC(=O)N1CCn2c1nc1ccccc12)N[C@H](Cc1ccccc1)C(=O)O	105	104	16	0	-2.4	7	-7	0	-2
Cc1ccc(S(=O)(=O)N2c3ccccc3OCC2C(C)(C)C)cc1 (centres undefined)	95	96	-1	12	1.7	-5	1	6	-6
CCCOc1ccc(C(=O)NC2CCSc3ccccc32)cc1 (centres undefined)	94	97	-2	0	-1.0	-6	2	1	2
CC(C)(C)c1ccc(NC(=O)COC(=O)c2ccc(NS(=O)(=O)c3ccc(F)c(F)c3)cc2)cc1	100	99	0	0	-1.6	8	9	4	-14
Cc1ccccc1NC(=O)C1CC(=O)OC12CCOC(C)(C)C2 (centres undefined)	106	105	-2	1	0.2	-2	5	8	-3
COc1cc(OC)c(OC)cc1/C=N/NC(=O)CCc1c(C)n[nH]c1C	97	101	1	3	-1.6	4	-1	1	5
COc1cccc(/C=N/n2cnnc2)c1OCc1ccccc1	106	98	-1	0	-0.9	1	1	1	1
CC(C)C[C@@]12C(=O)N(c3cccc(F)c3)C(=O)N1[C@H](c1ccc(Br)cc1)[C@@H]1C(=O)N(C(C)(C)C)C(=O)[C@@H]12	69	76	-4	1	1.3	1	3	9	-3
C=CCNC(=O)c1n[nH]c2c1CC(C(C)(C)CC)CC2 (centres undefined)	89	85	-4	0	·	6	4	4	-3
O=C(O)C1=C(C(=O)Nc2cc(C(F)(F)F)ccc2Cl)CCCC1	97	95	-1	3	2.6	-2	-2	0	-1
Cc1ccc2c(CC(=O)N(CC3CCCO3)c3c(N)n(Cc4ccccc4)c(=O)[nH]c3=O)coc2c1 (centres undefined)	97	107	-5	4	-1.9	15	9	13	-1
O=[N+]([O-])/C=C/c1cn(Cc2ccc(F)cc2)c2ccccc12	85	100	30	1	-7.2	1	-14	-13	-15
CCOC(=O)N1CCN(CC(=O)Nc2nc3ccccc3s2)CC1	99	94	-5	0	2.0	5	5	4	-3
Clc1ccc(CSc2nnc(/C=C/c3ccccc3)o2)c(Cl)c1	90	97	28	0	0.0	-4	2	4	-1
C=CCN(c1ccc(OC)cc1)S(=O)(=O)c1ccc(Cl)c(C(=O)OCC(=O)NC2CC2)c1	108	104	-3	4	1.7	1	7	3	-3
CC1CN(C(=O)c2cccc(S(=O)(=O)N3CCN(c4ccccc4)CC3)c2)CC(C)O1 (centres undefined)	95	103	13	0	·	3	2	0	·
(cont.)
SMILES	CIT2-GFP yeast	AGP1-GFP MLPCN	VLA-4 inh	GRK2 inh	MEX-5 binding	GLD-1 RNA inh	MCL1 BIM primary	BCLXL inh	Fam108B counter
CCN1CCc2c(OCC(=O)N3CCc4ccccc43)cccc2C1=O	92	95	1	0	-0.3	1	3	-2	3
COc1ccc(-n2nc(C(=O)NCC(=O)Nc3cccc(Cl)c3)c3ccccc3c2=O)cc1OC	105	100	-4	1	-4.0	-3	5	0	-56
CCOC(=O)Cc1nn2c(=O)cc(C)nc2s1	114	103	-18	0	0.5	4	9	4	2
COCC(=O)OCC(=O)N1N=C(c2ccc(Cl)cc2)CC1c1ccco1 (centres undefined)	94	100	1	1	1.6	-4	-8	-1	-1
COc1ccc(CNC(=O)C2CCN(S(=O)(=O)N3CCCC3)CC2)cc1	103	111	19	3	1.5	8	6	7	-4
Cc1ccc(S(=O)(=O)CCC(=O)OCC(=O)NCCc2ccccc2)cc1	100	107	0	1	1.3	0	-22	-12	-2
Cc1c(C(=O)Nc2cccc([N+](=O)[O-])c2)sc2ncn(CC(=O)N3CCOCC3)c(=O)c12	96	95	2	2	0.5	2	5	4	2
CCCCNC(=O)C1(O)c2cc(Br)ccc2NC(=O)N1c1cccc(OC)c1 (centres undefined)	99	101	-6	0	-1.1	3	3	3	6
COCC(C)n1c(SC(C)C(=O)NC2CCCCC2C)nc2ccccc2c1=O (centres undefined)	107	93	4	10	-1.8	6	6	6	4
COc1ccccc1CN(C)C(=O)COC(=O)c1ccc(Cl)nc1	100	96	-3	0	·	-8	·	·	·
COc1ccc(C2=NS(=O)(=O)N(C)C(C(=O)NCc3ccco3)=C2)cc1OC	105	102	-13	0	-0.9	-4	-1	1	8
COc1ccc(C(=O)Nc2sc(C(=O)N(C)C)c(C)c2C#N)cc1[N+](=O)[O-]	97	104	1	0	-0.8	7	6	5	2
CC(=O)c1cccc(NC(=O)C(CC(C)C)NC(=O)C2CCCCC2)c1 (centres undefined)	107	102	-3	4	-1.1	1	4	7	1
Cc1[nH]c(SCC(=O)Nc2cc(S(C)(=O)=O)ccc2Cl)nc1Cc1ccccc1	88	101	7	4	·	-5	1	-1	·
CC1Cc2ccccc2N1C(=S)NC(=O)c1ccco1 (centres undefined)	90	93	-5	5	1.7	-1	4	8	-6
Fc1ccccc1-c1n[nH]c(=S)n1C1CC1	103	109	10	1	4.8	-1	-4	0	0
O=C(Cn1nnc2ccccc2c1=O)NCc1ccco1	96	89	-21	27	-0.3	4	-1	1	0
COc1ccccc1C1/C(=C(/O)c2ccc(C)cc2)C(=O)C(=O)N1CCN1CCOCC1 (centres undefined)	89	92	0	1	-0.8	7	5	1	9
O=C1N=c2ccccc2=C1c1sc(NS(=O)(=O)c2ccccc2)nc1O	92	106	3	1	-20	-1	9	10	4
COC(=O)c1ccc(/C=N/Nc2nc(-c3ccc(C)cc3)cs2)cc1	94	102	-6	1	0.4	1	2	4	5
O=C1CC(c2ccc(F)cc2)Cc2nc(NCc3ccco3)ncc21 (centres undefined)	104	104	-4	1	-0.6	-2	1	-1	0
Clc1cc(Cl)c(OCCCCn2cncn2)c(Cl)c1	87	88	0	1	-1.9	5	1	-2	-2
O=c1cc([O-])[n+]2c3n1CCCN3CCC2	99	99	5	1	0.5	9	7	7	-2
CSc1ncccc1C(=O)OCC(=O)N1CCc2ccccc21	109	101	15	3	·	-2	·	·	·
COc1cccc(CNC(=O)CCCc2nnc3n(C)c(=O)c4sccc4n23)c1	98	99	7	1	1.1	2	1	5	2
